Screens (PubChem BioAssay)
a7 integrin act: integrin-mediated muscular dystrophy alleviation activation | alpha7betagal myoblasts, beta-gal FDG fluorescence, 48 h | Potency, µM (highest dose often 38.3 µM), for the others: at the highest dose activation, actives largely listed as activators | hit rate 0.064% among 350,000 | AID 624291;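 also: potency is read from the fitted curve at half-maximal effect; 100% = response of the positive control SU9516; nearly all actives have a fitted effect of over 60% in size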
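Alpha7betagal+/- myoblasts (passage 13) were plated 16-24 hr, then exposed to compounds (1:260 dilution of DMSO stock) for 48 hours at 37C. After MPER lysis, β-galactosidase reporter activity was read as FDG fluorescence (ex 480/em 540) after 30 minutes.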
Eya2 phos inh: Eya2 (human) phosphatase inhibition; O00167; recombinant Eya2, OMFP fluorescence dephosphorylation (OMFP is methylfluorescein phosphate); Potency, µM (highest dose often 76.9 µM), inactives show at the highest dose activity, negative = inhibition, usual class: inhibitors; hit rate 0.006% among 330,000; also: potency is read from the fitted curve at half-maximal effect; % is scaled to controls: 0 for no effect and ±100 for the full control effect
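Eya2 (0.2 uM) preincubated 10 min at ambient with compound, then OMFP substrate added at 50 uM; 10 min reaction in 50 mM HEPES pH 7.5, 50 mM NaCl, 5 uM MgCl2, 0.05% BSA, 1 mM DTT. Fluorescence read at Ex 485/Em 525 nm.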
TRPV1 ag: activates the human vanilloid receptor TRPV1. Q8NER1. TRPV1-expressing cells, Fluo-8 calcium influx, agonist mode. activation, % at 8.33 µM. hit rate 0.19% among 320,000. AID 540275; in the data active = activation above about 80%; inconclusive = between about 30% and that limit; also: 0% is about no effect
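Cells expressing TRPV1 were dye-loaded with Fluo-8 and read kinetically: 10 s baseline, 3 min after compound (agonist portion), then 2 min after EC20 capsaicin (allosteric enhancer portion). Calcium-bound dye fluorescence at 480/520 nm.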
USP2a block: inhibitors of human ubiquitin-specific protease USP2a; O75604; USP2 core, Ub-CHOP2 coupled fluorogenic reporter, 485/531; Potency, µM (doses to about 38.3 µM), without a hit: at the highest dose activity change, negative = inhibition, hits mostly inhibitors; hit rate 0.01% among 330,000;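 also: potency is read from the fitted curve at half-maximal effect; plate controls were DMSO wells for no effect and full inhibition by NEM control for full effect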
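Cell-free coupled assay: 10nM USP2 core preincubated 30min RT with compound in Tris-HCl pH 8.0/CaCl2/CHAPS buffer, then 25nM Ub-CHOP2 and 25nM reporter substrate; fluorescence (Ex 485/Em 531) read after 60min RT, normalized to NEM inhibition, concentration-response curves fitted.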
PTAP TSG101 blk: blocks PTAP/TSG101 interaction to inhibit HIV-1 budding. Potency, µM (titrated, usually from 115 µM), inactives show top-dose activity change, negative = inhibition, hits mostly inhibitors. Q99816. 340,000 tested, under 10 active. Fluorescence polarization, FITC-PTAP peptide / Tsg101 binding; active = well fitted inhibition curve with a large enough effect in the main read-out, with a control signal flat, not every such curve was filed as active; inconclusive = small, poorly fitted or top-dose-only effect, or effect the other way, or a change in a side signal; inactive = no such curve, though single readings can be large or run the other way; also: potency is read from the fitted curve at half-maximal effect; % of control where 0% means no effect
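Fluorescence anisotropy tracks displacement of a FITC-tagged PTAP peptide (50 nM) from the Tsg101 binding domain (10 uM), following a 20 min room-temperature incubation at pH 7.5.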
p53 reactivator: restores transcriptional activity of mutant p53. hit rate 0.063% among 320,000. Potency, µM (highest dose often 92.2 µM), without a hit: at the top dose activity change, positive = activation, usual class: activators. H1299 p53-A138V BP100-luciferase reporter, luminescence, 24 h; also: potency is read from the fitted curve at half-maximal effect; % of control where 0% means no effect; nearly all actives have a fitted effect of over 45% in size
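p53-null H1299 cells stably carrying temperature-sensitive p53-A138V and a BP100-luciferase reporter were pinned with compounds (4-point, 1:5 series) and held 24 hrs at 37 deg C. Luminescence was read 10 min after detection reagent.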
B2AR arrestin: recruits beta-arrestin to the human beta2-adrenergic receptor. beta-arrestin recruitment to beta2AR, cell-based reporter. Potency, µM (top dose mostly 46.1 µM), inactives show at the top dose activation, most hits filed as activators. hit rate 0.02% among 330,000. AID 492947;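 also: potency is read from the fitted curve at half-maximal effect; 0% = DMSO controls and full agonism = EC100 isoproterenol or metaproterenol; nearly all actives have a fitted effect of over 65% in size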
Target sequence (P07550 whole entry, looked up): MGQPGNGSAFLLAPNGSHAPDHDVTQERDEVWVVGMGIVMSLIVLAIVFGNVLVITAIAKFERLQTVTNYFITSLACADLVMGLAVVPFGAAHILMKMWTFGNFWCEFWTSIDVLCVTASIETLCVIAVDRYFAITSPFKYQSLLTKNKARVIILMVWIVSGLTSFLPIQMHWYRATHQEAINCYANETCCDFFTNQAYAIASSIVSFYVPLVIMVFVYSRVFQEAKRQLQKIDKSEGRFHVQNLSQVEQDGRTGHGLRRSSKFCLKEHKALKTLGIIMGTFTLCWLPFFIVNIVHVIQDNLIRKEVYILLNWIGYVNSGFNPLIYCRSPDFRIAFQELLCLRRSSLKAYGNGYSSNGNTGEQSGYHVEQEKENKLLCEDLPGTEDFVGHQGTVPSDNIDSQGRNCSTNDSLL
ELG1 genotoxic: inducers of genotoxicity in HEK293T ELG1-luciferase cells | Potency, µM (doses to about 46 µM), for the others: top-dose activity change, positive = activation, usual class: activators | HEK293T ELG1-luciferase reporter, luminescence, 16 h | hit rate 1.3% among 330,000; also: potency is read from the fitted curve at half-maximal effect; % of control where 0% means no effect; nearly all actives have a fitted effect of over 60% in size
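Luminescence read-out: rising ELG1-luciferase signal, reflecting elevated ELG1 protein under genetic stress, flags genotoxic compounds. Cells were treated for 16 hr at 37 °C before ONE-Glo detection.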
uPA generation: cell surface uPA generation inhibition; cell surface uPA generation assay, qHTS; Potency, µM (highest dose often 38.3 µM), without a hit: at the top dose activity change, negative = inhibition, hits mostly inhibitors; AID 540303; hit rate 0.31% among 330,000; active = well fitted inhibition curve with a large enough effect; inconclusive = small, poorly fitted or top-dose-only effect; inactive = no such curve, though single readings can be large or run the other way; tested in mouse RAW 264.7 cells; also: potency is read from the fitted curve at half-maximal effect; % is scaled to controls: 0 for no effect and ±100 for the full control effect; nearly all actives have a fitted effect of over 55% in size
BRCA1 expr act: activators of BRCA1 expression | hit rate 1.1% among 380,000 | AID 624202 | Potency, µM (top dose mostly 46.1 µM), for inactives: at the highest dose activation, most hits filed as activators | MCF7-BRCA1-FFLuc reporter, luminescence, 48 h; response scale: scaled: vehicle 0%, 10 µM genistein 100%; also: potency is read from the fitted curve at half-maximal effect; nearly all actives have a fitted effect of over 80% in size; some results filed as inactive show a strong effect at the top dose
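Quantitative HTS in MCF7 cells stably reporting BRCA1 expression via firefly luciferase. Compound treatment lasts 48 h at 37 °C in phenol-red free MEM. Activation is expressed relative to genistein at 10 microM and DMSO.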
ASM inhibitor: inhibitors of human secretory acid sphingomyelinase; placental ASM, HMU-PC fluorogenic substrate, 60 min; Potency, µM (titrated, usually from 57.5 µM), without a hit: at the highest dose activity change, negative = inhibition, most hits filed as inhibitors; hit rate 0.006% among 340,000; AID 504937; also: potency is read from the fitted curve at half-maximal effect
Target sequence (P17405 47-631 limits assumed): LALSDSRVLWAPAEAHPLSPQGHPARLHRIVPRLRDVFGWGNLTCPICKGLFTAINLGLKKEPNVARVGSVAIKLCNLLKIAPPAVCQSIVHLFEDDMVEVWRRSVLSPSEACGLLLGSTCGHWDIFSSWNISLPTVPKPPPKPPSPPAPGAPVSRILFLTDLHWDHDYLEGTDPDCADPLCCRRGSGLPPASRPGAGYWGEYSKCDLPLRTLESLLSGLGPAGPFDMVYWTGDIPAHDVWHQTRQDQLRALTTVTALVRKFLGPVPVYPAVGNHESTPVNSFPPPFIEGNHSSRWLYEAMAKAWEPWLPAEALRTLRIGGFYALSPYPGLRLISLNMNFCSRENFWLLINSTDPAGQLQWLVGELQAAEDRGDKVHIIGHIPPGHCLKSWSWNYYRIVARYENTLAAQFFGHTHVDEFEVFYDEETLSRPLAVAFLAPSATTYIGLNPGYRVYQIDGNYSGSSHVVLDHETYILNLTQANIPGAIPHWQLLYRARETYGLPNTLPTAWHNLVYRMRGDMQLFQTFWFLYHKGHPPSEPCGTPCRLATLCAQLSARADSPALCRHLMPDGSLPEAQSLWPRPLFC
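Steps: dispense placental human ASM, pin compound, wait 10 min at room temperature, add HMU-PC0 substrate at 9 uM final, incubate 60 min at 37 °C, add stop solution raising pH to 10, read fluorescence.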
* = called active by the depositor; i = inactive; ? = inconclusive; · = not tested or not shown; [ ] = dose if it differs, or a comment. Unless noted, calls follow the shape of the dose curve; as a rule, active = well fitted curve in the direction sought with a large enough effect; inconclusive = small, poorly fitted or top-dose-only effect, or another doubt; inactive = no such curve, though single readings can be large; an effect the other way counts as inactive or inconclusive. This is a random part of the collection, and some 2.6% of all compounds hit somewhere here.

SMILES,ELG1 genotoxic,TRPV1 ag,USP2a block,p53 reactivator,BRCA1 expr act,uPA generation,Eya2 phos inh,B2AR arrestin,a7 integrin act,PTAP TSG101 blk,ASM inhibitor
CSCCC(=O)Nc1nc(-c2ccccn2)cs1,-6%,4,-2%,9%,-34%,-3%,12%,12%,-21%,-4%,11%
COC(=O)c1sccc1NC(=O)c1ccccc1,0%,13,1%,3%,-48%,1%,-2%,-0.1%,-26%,1%,0%
CC1CCN(S(=O)(=O)c2cccc(S(=O)(=O)N3CCCC3)c2)CC1,-6%,6,1%,-2%,-17%,7%,-6%,-0.3%,-7%,-4%,-1%
Cc1ccc(-n2ncc3c2CC(C)(C)CC3NC(=O)CCCN2CCCC2=O)cc1 (stereo unspecified),3%,2,2%,-2%,3%,2%,?,0.3%,-21%,-4%,3%
Cc1cccc(-n2c(N)cc(=O)nc2SCC(=O)Nc2cc(C)on2)c1,-1%,4,2%,-1%,11%,0%,13%,-0.1%,18%,-11%,-2%
O=[N+]([O-])c1cccc2ccc(/C=C/c3cccc(Br)c3)nc12,2%,-5,10%,?,-65%,6%,1%,0.3%,-5%,1%,-9%
O=[N+]([O-])c1cc(S(=O)(=O)N2CCCC2)ccc1NCCCN1CCOCC1,-8%,0,0%,6%,-12%,-1%,1%,-0.9%,-9%,1%,-3%
O=C1CN(c2ccc(Cl)cc2)C(=O)CN1NC(=S)Nc1ccc(Cl)cc1,-1%,-1,0%,-2%,8%,2%,2%,-0.3%,24%,-2%,?
CCC(=O)N(Cc1cc2ccc(C)cc2[nH]c1=O)c1ccccc1OC,-4%,2,-1%,10%,1%,34%[activator],-7%,0.6%,22%,-7%,1%
COc1ccc(C(=O)N2CCN(c3ncccn3)CC2)cc1,2%,-3,3%,-1%,-6%,9%,-1%,-0.6%,-10%,-1%,-3%
O=C(OCn1nnc2ccccc2c1=O)c1cccnc1Cl,0%,-1,0%,-2%,8%,·,27%,-0.2%,-9%,-3%,-2%
CCCCN1CCCCC1C(=O)Nc1c(C)cc(C)cc1C (stereo unspecified),-1%,5,2%,-2%,-5%,3%,7%,2.8%,22%,2%,3%
CCn1c(SCc2nc3ccccc3s2)nc2cc(S(=O)(=O)N3CCOCC3)ccc21,·,·,·,·,-2%,1%,·,·,2%,-6%,-2%
CC(=O)NCCc1ccc(S(=O)(=O)Nc2cccnc2)cc1,-1%,-3,1%,-1%,-1%,-1%,5%,-0.2%,5%,-7%,2%
Cc1cccnc1NC(=O)c1ccc(Cl)c(S(=O)(=O)N2CCCC2)c1,-2%,2,-1%,-11%,12%,6%,13%,-0.6%,-17%,-9%,2%
O=C(COC(=O)CC(c1ccccc1)c1ccccc1)Nc1ccc(F)c(F)c1,-3%,28,-6%,-1%,·,·,-6%,-0.1%,·,·,·

Full records, looked up by structure. Screens in order: ELG1 genotoxic | TRPV1 ag | USP2a block | p53 reactivator | BRCA1 expr act | uPA generation | Eya2 phos inh | B2AR arrestin | a7 integrin act | PTAP TSG101 blk | ASM inhibitor
Cc1cccnc1NC(=O)c1ccc(Cl)c(S(=O)(=O)N2CCCC2)c1 as listed: -2% | 2 | -1% | -11% | 12% | 6% | 13% | -0.6% | -17% | -9% | 2%
O=C(COC(=O)CC(c1ccccc1)c1ccccc1)Nc1ccc(F)c(F)c1 as listed: -3% | 28 | -6% | -1% | · | · | -6% | -0.1% | · | · | ·
CCCCN1CCCCC1C(=O)Nc1c(C)cc(C)cc1C (stereo unspecified) as listed: -1% | 5 | 2% | -2% | -5% | 3% | 7% | 2.8% | 22% | 2% | 3%
CC(=O)NCCc1ccc(S(=O)(=O)Nc2cccnc2)cc1 as listed: -1% | -3 | 1% | -1% | -1% | -1% | 5% | -0.2% | 5% | -7% | 2%
CCn1c(SCc2nc3ccccc3s2)nc2cc(S(=O)(=O)N3CCOCC3)ccc21 as listed: · | · | · | · | -2% | 1% | · | · | 2% | -6% | -2%

(list continues)
SMILES,ELG1 genotoxic,TRPV1 ag,USP2a block,p53 reactivator,BRCA1 expr act,uPA generation,Eya2 phos inh,B2AR arrestin,a7 integrin act,PTAP TSG101 blk,ASM inhibitor
COC(=O)C(C)NC(=O)C1CCCN1C(=O)CNC(=O)OCc1ccccc1 (stereo unspecified),2%,0,1%,15%,-13%,4%,-2%,-0.3%,-8%,-4%,1%
Cc1ccc(-n2c(SCC(=O)N3Cc4ccccc4CC3C(=O)O)nnc2-c2cccnc2)c(C)c1 (stereo unspecified),-1%,-1,-3%,-6%,2%,4%,-4%,-1.0%,?,0%,2%
COCC(C)n1c(C)cc(C(=O)COC(=O)c2ccc(N3CCCC3=O)cc2)c1C (stereo unspecified),-4%,0,5%,-4%,6%,1%,9%,-0.1%,0%,2%,4%
COc1ccc(NC(=O)Nc2cc(C)ccn2)cc1,·,·,·,·,6%,?,·,·,?,5%,0%
CCCN(CC1CCCO1)C(=O)c1cc(COc2ccc(F)cc2F)on1 (stereo unspecified),-4%,16,2%,-5%,-23%,-10%,6%,-0.5%,1%,·,0%
Cc1cc(/C=N/NC(=O)Cn2c3ccccc3c(=O)c3ccccc32)c(C)n1-c1ccc(Cl)cc1,-6%,-3,1%,11%,-35%,0%,-5%,0.3%,0%,-2%,i
CC(=NNS(=O)(=O)c1ccc([N+](=O)[O-])cc1)c1ccc(C)cc1,·,·,·,·,-24%,3%,·,·,-3%,-6%,15%
O=C(COc1ccc(S(=O)(=O)N2CCOCC2)cc1Cl)NC1CCCCC1,-7%,-4,4%,7%,8%,1%,1%,-1.0%,-3%,-4%,3%
COc1ccc(S(=O)(=O)N(Cc2cc3cc(C)ccc3[nH]c2=O)CC2CCCO2)cc1 (stereo unspecified),-6%,11,1%,-6%,-15%,·,6%,-0.1%,6%,-9%,-1%
COc1ccc(C(=O)OCC(=O)c2ccc(Cl)s2)c(OC)c1OC,?,-3,1%,7%,-2%,11%,-27%,-0.3%,10%,-10%,·
COc1cc(OC)c(NC(=S)Nc2cccc(C(C)=O)c2)cc1Cl,0%,14,2%,9%,-31%,5%,27%,0.0%,5%,-1%,-1%
CCCCN1C(=O)NC(NC(=O)C2CC2)(C(F)(F)F)C1=O (stereo unspecified),-1%,-1,-6%,-5%,38%,-1%,10%,0.4%,14%,2%,-4%
Cc1occc1-c1n[nH]c(=S)n1-c1ccccc1,-1%,2,1%,-5%,6%,5%,0%,-0.8%,-13%,-7%,2%
Cn1c(SCc2ccon2)nc2ccccc2c1=O,0%,-3,0%,-1%,-18%,-12%,5%,-0.3%,-5%,-9%,-1%
O=C(CCN1N=C(c2ccccc2)CCC1=O)NC1CCCC1,0%,1,2%,-4%,2%,19%,2%,-0.2%,-9%,0%,1%
CCC1CCCCN1CCCNC(=O)c1ccc(CS(=O)(=O)Cc2ccc(Cl)cc2)o1 (stereo unspecified),0%,2,-8%,18%,11%,-5%,2%,0.0%,-38%[inhibitor],-3%,5%
Cc1ccc(CCNC(=O)C2CCCN(S(=O)(=O)c3c(C)noc3C)C2)cc1 (stereo unspecified),-4%,1,0%,0%,-22%,-1%,12%,-1.5%,9%,3%,3%
CCOc1ccc(NC(=O)Cc2c(O)c3ccccc3[nH]c2=O)cc1,3%,-1,3%,-9%,-1%,5%,20%,-0.2%,5%,-5%,-5%
CCOc1ccccc1N1CCN(C(=O)c2ccc(OCC(=O)N3CCOCC3)c(OC)c2)CC1,3%,0,1%,7%,-5%,-1%,0%,-0.8%,-22%,-6%,3%
COc1ccccc1OCCNC(=O)/C=C/c1ccc([N+](=O)[O-])cc1,-3%,-2,3%,-8%,-8%,2%,7%,-0.2%,-17%,-1%,-6%
COc1ccc(C(=O)N2CCCC(Nc3ccc(C)c(C)c3)C2)cc1F (stereo unspecified),-2%,?,1%,-12%,-12%,2%,-1%,0.5%,-6%,2%,·
Cc1ccccc1NC1c2ccccc2C(=O)N1Cc1ccco1 (stereo unspecified),0%,0,-7%,4%,-14%,-18%,21%,-0.5%,1%,0%,-4%
